# All columns: NCI-60 one-dose screen, growth in % after 48 h at 10 µM unless noted; 100 = growth as untreated, 0 = no growth, -100 = all killed.
# PC-3 – PC-3 prostate cancer cells. 3.9% of 80,000 active
# SF-539 – SF-539 CNS cancer; AID 1794752; 6.8% of 81,000 active
# OVCAR-3 – OVCAR-3 ovarian cancer. AID 1794787. 7% of 79,000 active
# SF-295 – SF-295 CNS cancer cells; AID 1794758; 5.6% of 79,000 active
# SF-268 – SF-268 CNS cancer cells. 3.1% of 82,000 active
# SNB-19 – SNB-19 CNS cancer cells. 2.5% of 81,000 active. AID 1794751
# OVCAR-8 – OVCAR-8 ovarian cancer. 4.4% of 81,000 active. AID 1794782
# DU-145 – DU-145 prostate cancer | 4.2% of 81,000 active | AID 1794760
# U251 – U251 CNS tumor cells; 5.4% of 80,000 active
# An asterisk follows results filed as active; . = not tested or not shown; & = joins results of further samples. The calls were made as follows: active = growth percent below 10; inactive = the rest.
SMILES,PC-3,SF-539,OVCAR-3,SF-295,SF-268,SNB-19,OVCAR-8,DU-145,U251
C=C1C(=O)O[C@H]2[C@H]1CC/C(Cn1cc(-c3ccc(N)cc3)nn1)=C\CC[C@@]1(C)O[C@@H]21,24.1,-18.7*,-30.7*,67.6,16.6,61.3,-6.0*,4.3*,34.1
COC(=O)c1nc(N)nc(C(=O)OC)c1C(=O)c1ccco1,99.0,96.9,129.9,100.1,110.5,98.7,122.8,121.4,111.1
O=C(N/N=C/c1ccc(OC(F)F)c(OC2CCCC2)c1)c1cnn2c1NC(c1ccccc1)C2 (configuration not stated),61.7,81.0,78.9,80.3,64.2,79.9,90.4,85.7,82.1
CC(=O)CC(=O)N1CCOCC1,100.1,108.7,117.8,89.7,106.5,106.7,.,118.1,.
Nc1c(Cl)cc2c(c1Br)C(=O)c1ccccc1C2=O,97.7,84.6,117.1,104.1,107.7,88.8,89.3,120.5,95.8
O=C(O)c1ccc(-c2nn(-c3ccc(C(=O)O)cc3)cc2/C=N/NC(=O)c2cccnc2)cc1,94.1,94.8,115.3,98.2,99.0,99.4,97.4,106.8,96.3
N#Cc1c(-c2cccnc2)cc(-c2ccc3ccccc3c2)[nH]c1=O,95.5,7.2*,102.1,71.4,71.7,66.1,78.0,80.2,77.7
Nc1nc2ncc(N[C@@H](Cc3ccccc3)C(=O)O)nc2c(=O)[nH]1,96.9,98.1,106.2,96.1,96.6,106.0,102.1,100.1,96.2
CCOC(=O)c1c[nH]c2c([N+](=O)[O-])cc(OC)cc2c1=O,72.9&81.9,100.0&112.7,119.6&149.2,109.5&108.0,104.8&129.7,96.8&104.9,83.6&97.3,123.0&136.1,94.1&98.9
O=S(=O)(Nc1ccc(OCc2nnc(-c3ccccc3)o2)c(F)c1)c1ccc(Cl)cc1,78.3,101.4,116.9,102.0,116.1,99.8,93.5,118.7,95.6
CN1C(=S)N(C)C2C1N(C)C(=S)N2C (configuration not stated),97.6,95.9,102.3,98.7,94.6,108.2,108.1,99.0,110.6
S=C(Nc1ccccc1)Nc1nnc(Cc2ccc(Cl)cc2)s1,99.4,96.9,108.6,103.0,97.8,97.7,108.0,109.5,103.0
NC(=O)OCCO,98.5,107.8,102.1,105.9,97.7,108.3,103.7,103.9,97.4
O=C(c1cc(NCc2cc(O)ccc2O)ccc1O)N1CCCCC1,95.2,108.5,112.7,117.8,100.4,98.0,100.3,105.9,103.5
CCCC(=O)Nc1ccc(Cl)c(Cl)c1,97.4,92.4,101.0,91.9,89.7,100.9,93.8,106.5,88.9
COc1ccc2c(c1)C(Br)=C(CCO)C2c1ccccc1 (configuration not stated),54.5,63.7,26.0,1.6*,84.3,57.7,86.1,-10.3*,55.8
O=C1Nc2cc(Cl)c(CCCl)cc2/C1=C\c1ccccc1,56.3,100.8,62.4,94.0,77.1,84.0,74.4,69.7,65.6
COC(=O)[C@]12CC[C@@H](C)[C@H](C)[C@@H]1C1=CC[C@@H]3[C@@]4(C)C(C=O)=C[C@@](C)(COC(=O)/C=C/c5ccccc5)C4=CC[C@@]3(C)[C@]1(C)CC2,47.1,93.1,80.7,65.5,77.8,99.3,74.5,82.0,78.4
CC(=O)Nc1cccc(O)c1,97.6,103.0,115.4,100.3,110.7,105.8,105.7,114.9,105.0
CCCNCC(O)CNc1ccc(Cl)cc1 (configuration not stated),87.0,96.3,106.3,123.3,93.5,100.5,100.9,114.6,112.5
CN1CCN(CCCOc2cccc3nc(Nc4cc(Cl)cc(Cl)c4)ccc23)CC1,3.2*,7.6*,26.3,40.2,16.0,7.7*,51.4,-23.8*,-1.5*
COc1ccc(N=Nc2cc(OC)c(N)cc2OC)cc1,83.9,95.3,107.7,112.5,82.0,92.7,98.7,110.2,103.7
CC(C)NS(=O)(=O)c1cccc([N+](=O)[O-])c1,99.6,90.1,101.8,107.9,91.2,99.9,116.3,99.2,99.8
Nc1ncnc2c1N=C(c1ccc3c(c1)OCO3)CC(c1cccc(Nc3ccnc4cc(Cl)ccc34)c1)N2 (configuration not stated),54.2,86.3,67.7,46.6,69.3,58.2,51.1,63.1,26.5
CCCNC(=O)CCCNc1ncnc2c1ncn2-c1ccccc1,85.7,97.4,103.8,103.6,98.2,95.6,103.8,108.4,95.8

# Random excerpt: 2 entries already listed.
SMILES,PC-3,SF-539,OVCAR-3,SF-295,SF-268,SNB-19,OVCAR-8,DU-145,U251
O=C(c1cc(NCc2cc(O)ccc2O)ccc1O)N1CCCCC1,95.2,108.5,112.7,117.8,100.4,98.0,100.3,105.9,103.5
Nc1ncnc2c1N=C(c1ccc3c(c1)OCO3)CC(c1cccc(Nc3ccnc4cc(Cl)ccc34)c1)N2 (configuration not stated),54.2,86.3,67.7,46.6,69.3,58.2,51.1,63.1,26.5

# More structures follow:
SMILES,PC-3,SF-539,OVCAR-3,SF-295,SF-268,SNB-19,OVCAR-8,DU-145,U251
C=C1CCC2C3(C)COC(c4cccc(Cl)c4)OC3CCC2(C)C1/C=C/C1=CCOC1=O (configuration not stated),44.2,.,76.9,45.7,83.7,77.3,71.5,79.1,69.4
Cc1[nH]c(C(=O)OCCCCc2cn(CCCCNC(=O)COc3cccc4c3C(=O)N(C3CCC(=O)NC3=O)C4=O)nn2)c2c1C(=O)CCCC2 (configuration not stated),.,96.0,114.2,106.7,97.8,102.2,102.2,110.3,106.5
Clc1ccccc1Oc1ccc(Nc2ncnc3onc(-c4ccccc4)c23)cc1,72.9,95.8,107.1,96.3,102.3,106.5,95.5,105.1,99.1
COC(=O)c1nc(-c2ccccc2)oc1SCc1ccccc1,91.6,95.6,104.2,108.7,100.3,88.2,96.7,100.6,88.8
Cc1cccc(C(C(C(=O)c2ccccc2)N2CCOCC2)N2CCOCC2)c1 (configuration not stated),87.1,108.8,110.4,95.4,105.8,97.7,108.0,109.8,95.3
CCc1ccc(NC(=O)Cn2cc(CN3C(=O)c4ccccc4S3(=O)=O)nn2)cc1,93.0,99.7,106.9,99.7,101.9,96.2,95.3,107.4,.
NS(=O)(=O)c1ccc(CCn2c(SCC(=O)NCc3ccccc3)nc3ccccc3c2=O)cc1,107.3,99.9,106.2,105.2,103.4,101.1,103.1,102.0,103.4
COc1cc(NC(=O)COc2cc(C)nc3ccc(OC)cc23)cc(OC)c1,81.9,76.1,98.9,96.8,94.5,91.4,93.6,97.8,91.0
COc1ccccc1NCC(=O)Nc1ncc(Cc2ccccc2)s1,92.2,91.0,98.7,95.2,100.5,96.7,90.8,104.6,91.0
CC1=NN(c2nc(-c3ccccc3)c(C#N)c(=O)n2C)C(=O)C1N=Nc1ccc(S(N)(=O)=O)cc1 (configuration not stated),95.8,95.3,101.3,111.0,103.7,103.1,103.6,96.4,106.0
Cc1ccccc1C1SCC(=O)N1n1cnnc1 (configuration not stated),92.3,99.4,100.6,100.4,98.7,96.5,97.3,104.4,100.9
Oc1ccc(C(O)c2ccccc2O)cc1 (configuration not stated),93.8,100.9,111.1,105.6,106.7,107.2,109.4,106.4,105.1
N#CCCCCN1C(=O)c2ccccc2C1=O,79.9,103.7,107.6,110.1,99.3,96.3,95.3,112.2,80.4
O=C(O)C1CCC2CCCC21 (configuration not stated),100.3,104.4,109.3,61.8,105.7,104.0,99.5,106.4,.
O=C=Nc1ccc(Cc2ccc(N=C=O)cc2)cc1,94.6,90.0,110.7,118.1,102.6,98.0,120.9,118.5,111.9
COc1ccc2[nH]cc(-c3nc(-c4cn(C)c5c(Cl)nccc45)cs3)c2c1,23.4,23.3,77.6,37.9,73.0,79.2,22.9,40.7,16.3
COc1ccc(C(=O)/C=C/c2ccccc2)cc1S(N)(=O)=O,74.0,60.2,52.4,91.1,63.3,40.0,46.2,41.7,26.2
C[n+]1c2ccccc2c(Nc2ccc(N3CCCCC3)cc2)c2[nH]c3ccccc3c21,.,-99.1*,-95.7*,-85.7*,-93.4*,-89.8*,-87.4*,-95.7*,-98.0*
C=CCCCCCCCCC1OCC(CC)([N+](=O)[O-])CO1 (configuration not stated),87.7,100.8,107.9,99.2,98.6,101.2,101.2,103.9,87.8
CCOC(=O)c1cc2c(n1Cc1ccc(OC)cc1)-c1nc(OC)c(S(=O)(=O)c3ccccc3)cc1CCC2,57.7,103.4,92.2,91.8,97.8,104.2,86.8,102.1,87.7
CC1=NN(C2=NC(=O)/C(=C/c3cn(-c4ccccc4)nc3-c3ccccc3)S2)C(c2ccc(N(C)C)cc2)C1 (configuration not stated),78.7,93.5,112.4,86.4,110.0,89.6,96.3,107.1,95.0
CCCCCCCC(=O)Oc1ccc(Br)cc1,104.9,101.1,99.4,106.5,95.8,110.5,109.1,106.1,106.1
CSc1ccc2c(c1)N(C(=O)/C(C#N)=C/c1ccc(Cl)cc1Cl)c1ccccc1S2,79.9,98.2,107.1,99.4,97.3,88.7,97.5,104.9,94.1
CC(=O)N/N=C1\CC2CCC1(C)C2(C)C (configuration not stated),99.3,104.0,108.5,110.2,105.0,108.3,101.4,107.2,103.4
O=[N+]([O-])/C(=C\c1ccco1)c1ccccc1Cl,45.8,91.7,77.9,101.7,87.0,79.7,81.6,86.1,72.6

# Another view of 5 compounds above.
# Values run as follows: PC-3	SF-539	OVCAR-3	SF-295	SF-268	SNB-19	OVCAR-8	DU-145	U251
C=C1CCC2C3(C)COC(c4cccc(Cl)c4)OC3CCC2(C)C1/C=C/C1=CCOC1=O (configuration not stated)
    44.2	.	76.9	45.7	83.7	77.3	71.5	79.1	69.4
Cc1[nH]c(C(=O)OCCCCc2cn(CCCCNC(=O)COc3cccc4c3C(=O)N(C3CCC(=O)NC3=O)C4=O)nn2)c2c1C(=O)CCCC2 (configuration not stated)
    .	96.0	114.2	106.7	97.8	102.2	102.2	110.3	106.5
Clc1ccccc1Oc1ccc(Nc2ncnc3onc(-c4ccccc4)c23)cc1
    72.9	95.8	107.1	96.3	102.3	106.5	95.5	105.1	99.1
COC(=O)c1nc(-c2ccccc2)oc1SCc1ccccc1
    91.6	95.6	104.2	108.7	100.3	88.2	96.7	100.6	88.8
Cc1cccc(C(C(C(=O)c2ccccc2)N2CCOCC2)N2CCOCC2)c1 (configuration not stated)
    87.1	108.8	110.4	95.4	105.8	97.7	108.0	109.8	95.3

# Next section:
SMILES,PC-3,SF-539,OVCAR-3,SF-295,SF-268,SNB-19,OVCAR-8,DU-145,U251
CCOC(=O)C1=CN(C)C=C(C(=O)OCC)C1c1cc(Br)c(OCC)c(OC)c1,45.2,58.9,64.9,-47.3*,73.3,64.8,56.8,84.0,34.8
COc1ccc(N2C(=O)C(OC)C2c2ccc(Cl)cc2)cc1 (configuration not stated),99.9,100.5,108.2,90.8,105.5,105.2,98.8,107.2,93.6
O=c1[nH]c(Nc2ccc(S(=O)(=O)O)cc2)nc2nc(Nc3ccc(NC(=S)Nc4ccccc4)cc3)nc(-c3ccc(O)cc3O)c12,108.2,189.1,118.8,120.6,103.5,91.1,55.5,133.3,100.5
COc1cc2nc(Cl)nc(Nc3cccc(C4=Nc5c(N)nc(N)nc5NC(c5ccc6c(c5)OCO6)C4)c3)c2cc1OC (configuration not stated),63.6,86.5,63.5,37.7,75.6,78.4,68.2,81.4,8.2*
NCCNCCNCCN,94.1&86.6,93.5&109.3,115.4&108.8,97.7&99.6,113.2&104.0,107.2&107.5,99.4&97.1,115.6&110.1,96.2&103.8
Clc1cccc(I)c1,80.0,110.2,115.4,101.1,113.5,.,113.6,116.2,99.7
O=C1CCC(C(=O)NNc2ccc(Cl)cc2)N1 (configuration not stated),82.2,79.5,90.5,75.5,80.5,99.5,98.8,98.3,89.0
Cc1cc2c(C(C)C)c(O)c(O)c(C=NCCCCCC(=O)NCc3ccccc3)c2c(O)c1-c1c(C)cc2c(C(C)C)c(O)c(O)c(C=NCCCCCC(=O)NCc3ccccc3)c2c1O,29.4,70.2,32.0,37.7,41.8,34.9,44.2,49.5,29.1
Cc1ccc(NC(=O)Cn2c(-c3nonc3NC(=O)c3ccc(F)cc3)nc3ccccc32)cc1F,79.3,76.8,50.8,95.8,56.2,112.2,59.9,52.7,88.4
Cc1cc(=O)oc2cc(O)cc(OCc3ccccc3)c12,95.4,88.4,89.2,96.1,100.7,95.9,89.1,92.8,.
CC(=O)N/C(=C/c1ccccc1)C(=O)N1CCCC1C(=O)O (configuration not stated),88.8,98.2,104.1,98.7,100.1,102.9,103.5,99.7,96.7
Nc1nc(N)c2c(n1)NC(c1ccc3c(c1)OCO3)CC(c1ccc([N+](=O)[O-])cc1)=N2 (configuration not stated),85.7,112.4,105.6,110.3,91.3,94.0,100.5,109.9,98.2
C[C@]1(CO)C[C@@H](O)C[C@]2(C)[C@@H]1CC[C@@]13C[C@@H]4[C@@H](C[C@H]12)[C@]4(C)C3,99.0,99.4,113.3,103.8,100.1,95.7,105.4,110.7,103.5
COc1cc2c(cc1O)CCc1cc(O)cc(OC)c1-2,93.6,.,95.6,103.5,93.8,98.0,88.1,109.2,91.3
C[C@H](NC(CCc1ccccc1)C(=O)O)C(=O)N1CCC[C@H]1C(=O)O (some centres not stated),92.0,89.5,108.8,96.0,102.0,110.7,106.9,106.2,103.4
CC(=O)Nc1nc(O)c(/C=N/c2ccccn2)s1,.,103.9,145.3,101.4,134.9,107.4,110.2,121.0,114.4
C/C(=C/c1ccccc1O)c1ccc2ccccc2[o+]1,90.6,94.3,99.1,101.7,96.4,100.7,100.8,103.6,103.6
C=C(C)[C@@H]1C[C@@H]2Cc3cc(Cl)cc(Cl)c3N1O2,.,95.4,109.4,98.3,104.4,96.8,104.8,108.2,97.0
OC1(c2ccccc2)CCN(c2ccc3nnc(Cl)n3n2)CC1,85.4,86.9,.,99.4,99.3,96.3,88.2,100.9,100.0
CC(=O)O[C@@H]1CCN2C(=O)Nc3ccc(F)cc3[C@@H]2C1,84.9,99.8,111.3,101.2,98.1,103.7,113.2,106.7,102.8
CC(=O)OC[C@]12CC[C@@H](C)[C@H](C)[C@@H]1[C@]13O[C@H](C1=O)[C@@H]1[C@@]4(C)CCCNC(C)(C)[C@@H]4CC[C@@]1(C)[C@]3(C)CC2,47.7,96.0,84.8,89.7,74.0,84.0,95.1,94.5,82.8

# Rows were taken by chance, and some 10% of all compounds hit somewhere here.
